From PubChem
zVAD death inh = blocks zVAD induced death of L929 cells; L929 zVAD necroptosis rescue, ATP luminescence, 24 h; with zVAD 60 µM; 220,000 compounds, 0.38% hits; viability rescue, % at 10 µM;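 active = activation, scaled between plate controls, above about 75%, limit read from the data; inactive = activation under that limit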;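 also: 0% = zVAD with DMSO and 100% = DMSO alone without zVAD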
thrombin 1536 = inhibitors of human thrombin. P00734. alpha-thrombin, Boc-VPR-AMC fluorogenic substrate cleavage. inhibition, % at 5 µM. 220,000 compounds, 0.26% hits. AID 1046;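 active = inhibition at or above 40%; inactive = inhibition below 40%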;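 also: 0% = enzyme with no compound and 100% = wells without enzyme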
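System – human alpha-thrombin protein · Reagent – Boc-VPR-AMC substrate, 15 µM final · Compound – 5 µM single dose in 0.2% DMSO · Schedule – reaction at room temperature · Technique – AMC fluorescence at 355 nm excitation and 460 nm emission · Read-out basis – % inhibition relative to enzyme controls and enzyme-free blanks · Control set – no-compound enzyme wells and no-enzyme blanks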
Cl transport mod = KCC2 (human) Cl- transport modulation; Q9H2X9; KCC2 cells, thallium flux FluoZin-2 fluorescence; B-score of Tl+ flux slope (higher = more flux/activation; lower = inhibition) at 10 µM; 190,000 compounds, 2.2% hits;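 active = thallium flux slope and its plate-corrected score both differing from the plate sample mean at a set confidence after two filtering rounds, in either direction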;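 also: slope of fluorescence scaled to starting intensity during 10 to 20 s after thallium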
FXIIa inh = inhibitors of human coagulation factor XIIa. 220,000 compounds, 0.3% hits. inhibition, % at 5 µM. purified FXIIa, Boc-QGR-AMC fluorogenic substrate, 2 h. P00748; in the data active = inhibition above about 40%;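 also: 0% = enzyme with no compound and 100% = blank without enzyme; many of its hits are not listed in these tables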
TNF necrop inh = blocks TNF-alpha induced death of Jurkat FADD-/- cells. Jurkat FADD-/- TNF necroptosis rescue, ATP luminescence, 24 h; 0 = TNF only, 100 = no-TNF cells. activation (protection from cell death), % at 10 µM. 220,000 compounds, 0.068% hits;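 active = activation, meaning protection from cell death, of at least 50% relative to plate controls; inactive = activation below 50%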;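 also: necroptosis triggered by 40 ng/mL TNF-alpha added together with compound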
FXIa inh 1536 = inhibitors of human coagulation factor XIa; 220,000 compounds, 0.14% hits; purified FXIa, Boc-Glu-Ala-Arg-AMC fluorogenic substrate; inhibition, % at 5 µM; AID 798;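 active = inhibition of at least 40%; inactive = inhibition below 40%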;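 also: fluorescence of freed AMC excited at 355 nm; 0% = enzyme without compound and 100% = no enzyme blank; many of its hits are not listed in these tables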
Rad51 HR inh = blocks human Rad51 in homologous recombination; Q06609; hRad51 DNA strand exchange, fluorescence dequenching; inhibition, % at 10 µM; 200,000 compounds, 0.085% hits; AID 1385;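 active = inhibition above 40% at the single screening dose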;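 also: 0% = DMSO control wells and 100% = blanks with heterologous ssDNA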
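System: human Rad51 nucleoprotein filaments preassembled on unlabelled ssDNA. Reagent: labelled 47-mer dsDNA for strand exchange. Schedule: 30-min compound preincubation and 15-min exchange, both room temperature. Measured by: FRET fluorescence dequenching, excitation 485 nm, emission 520 nm. Read-out: Fluorescence-based percent inhibition, control- and blank-normalised. Benchmarks: plate controls and plate blanks.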
Hck Nef HTS = blocks Nef-activated human Hck kinase; Recombinant Hck-YEEI plus Nef, Z-Lyte FRET kinase assay; inhibition, % at 20 µM; 220,000 compounds, 0.68% hits; AID 463187;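 active = Hck-Nef kinase inhibition above about 50%, limit read from the data; inactive = inhibition below that limit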;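 also: 0% = DMSO with Hck plus Nef and 100% = Hck alone without Nef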
Target sequence (P08631 whole entry, looked up): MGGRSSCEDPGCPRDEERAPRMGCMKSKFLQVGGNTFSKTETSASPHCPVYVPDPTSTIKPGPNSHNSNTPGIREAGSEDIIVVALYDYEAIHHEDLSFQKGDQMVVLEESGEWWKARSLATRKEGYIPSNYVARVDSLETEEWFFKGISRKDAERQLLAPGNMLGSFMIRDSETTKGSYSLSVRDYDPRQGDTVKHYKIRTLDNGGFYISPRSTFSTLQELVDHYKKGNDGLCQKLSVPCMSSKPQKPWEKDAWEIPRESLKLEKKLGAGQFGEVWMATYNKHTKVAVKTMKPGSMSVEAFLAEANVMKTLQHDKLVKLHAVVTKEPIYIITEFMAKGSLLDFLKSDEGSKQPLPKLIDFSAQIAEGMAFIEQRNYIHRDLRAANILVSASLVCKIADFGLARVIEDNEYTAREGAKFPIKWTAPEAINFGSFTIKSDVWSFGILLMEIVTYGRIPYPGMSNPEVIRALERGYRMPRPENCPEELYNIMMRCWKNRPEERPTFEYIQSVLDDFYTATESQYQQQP
KLK5 inh = blocks human kallikrein 5 protease activity; Q9Y337; recombinant hK5, fluorogenic AMC substrate cleavage; inhibition, % at 5 µM; 210,000 compounds, 0.59% hits; AID 873;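 active = inhibition of 40% or more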;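 also: 0% = enzyme controls without compound and 100% = no-enzyme blanks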
Target sequence (Q9Y337 67-293 limits assumed): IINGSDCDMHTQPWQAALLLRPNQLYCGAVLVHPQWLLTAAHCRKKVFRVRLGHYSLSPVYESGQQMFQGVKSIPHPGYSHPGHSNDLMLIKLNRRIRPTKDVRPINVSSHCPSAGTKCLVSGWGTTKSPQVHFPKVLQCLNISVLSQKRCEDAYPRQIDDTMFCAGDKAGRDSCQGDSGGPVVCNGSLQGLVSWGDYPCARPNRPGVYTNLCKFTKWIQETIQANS
Starred values were filed as active, the others as inactive; . = no result given. These rows are one share of the data; count on the stated rates, not on these rows.

entry	structure	zVAD death inh	thrombin 1536	Cl transport mod	FXIIa inh	TNF necrop inh
1	O=C(CSc1nncs1)Nc1cc(-c2ccccc2)nn1-c1ccccc1	1.3	-4	-0.99	1	1.7
2	CC(=O)COc1ccc2c(C)c(C)c(=O)oc2c1	1.3	3	-1.7	-4	-1.6
3	CCC(=O)N1CCN(c2ccc(NC(=O)c3ccc([N+](=O)[O-])o3)cc2Cl)CC1	27	-4	-0.015	7	-12
4	Cc1cc(=O)c2cc3nc(-c4cccnc4)oc3c(Br)c2o1	0.3	0	0.97	8	-1.9
5	O=C(O)/C=C/c1ccc2c(-c3ccccc3)onc2c1	0.1	8	-0.7	15	0.5
6	NC(=O)c1ncn([C@@H]2O[C@H](CO)[C@@H](O)[C@H]2O)c1O	2.2	-2	0.39	7	0.2
7	O=C1[C@@H]2[C@@H]3C[C@@H]([C@H]4ON=C(c5ccc(Cl)cc5Cl)[C@@H]34)[C@@H]2C(=O)N1C1CCCCC1	1.2	-6	0	3	1.8
8	O=c1cc(O)c(-c2ccc(Cl)cc2)c(Cl)[nH]1	0.0	-3	0.73	8	0.7

entry	FXIa inh 1536	Rad51 HR inh	Hck Nef HTS	KLK5 inh
1	-4	2	0	-24
2	1	12	2	4
3	-1	.	6	8
4	-1	3	21	1
5	10	-15	10	3
6	0	-2	-7	-8
7	-5	4	2	0
8	0	.	10	2

Next results follow.
entry	structure	zVAD death inh	thrombin 1536	Cl transport mod	FXIIa inh	TNF necrop inh
9	C=CCn1c(=O)c2ccccc2n2c(SCC(=O)NCCc3ccccc3)nnc12	0.2	-2	-2.2	10	1.2
10	CCn1c(CNC(=O)C23CC4CC(CC(C4)C2)C3)nnc1SCC(=O)Nc1nnc(C)s1	-0.1	-1	-0.52	9	0.3
11	CC(=O)OCCNc1cc(SCc2ccco2)c2nonc2c1[N+](=O)[O-]	-0.7	-7	0.16	-2	-2.4
12	CN(C)CC(C)(C)CNC(=S)Nc1ccc(S(=O)(=O)N2CCOCC2)cc1	-0.1	-10	1.5	14	0.0
13	COc1ccc(-n2c(SCc3ccc(C#N)cc3)nnc2-c2ccccn2)cc1	-0.4	-6	0.31	7	-0.8
14	CCn1c(SCC(=O)NNC(=O)c2ccc(C)cc2)nnc1-c1ccncc1	-0.1	.	.	.	-2.6
15	CCCCC(C(=O)O)C(C)CC(=O)Nc1ccn(-c2ccccc2)n1 (stereo not drawn)	-0.1	-1	-2.4	-5	-0.3
16	CC1(C)OC(C)(C)/C(=C/Nc2ccc(O)cc2)C1=O	1.0	0	0.17	14	-2.1

entry	FXIa inh 1536	Rad51 HR inh	Hck Nef HTS	KLK5 inh
9	3	-1	0	-10
10	3	5	0	-5
11	0	.	0	-22
12	6	-2	-3	-13
13	-14	0	1	5
14	.	-4	0	.
15	6	1	0	4
16	8	.	8	-16

Next section.
entry	structure	zVAD death inh	thrombin 1536	Cl transport mod	FXIIa inh	TNF necrop inh
17	ONC=Nc1cccc2nonc12	0.3	10	0.89	13	1.0
18	O=C(Nc1ccc2c(c1)OCCO2)c1ccc2ccccc2n1	2.0	-3	-0.43	-5	-1.1
19	NC(=O)c1c(NC(=O)Cn2cc([N+](=O)[O-])cn2)sc2c1CCCC2	1.2	3	0.32	-1	1.5
20	CCn1nc(C)cc1C(=O)Sc1ccc(C)cc1	0.4	-2	-1.2	8	-7.3
21	O=C(CN1C(=O)CCS(=O)(=O)c2ccccc21)NCc1ccccc1	-0.4	2	0.18	20	-1.7
22	CCN(C(=O)c1c(-c2ccccc2)noc1C)c1ccccc1	-1.1	0	0.98	-1	-1.9
23	Cc1c(Nc2cc(N3CCOCC3)c3nonc3c2[N+](=O)[O-])c(=O)n(-c2ccccc2)n1C	-0.1	-4	0.28	4	0.0
24	Nc1c(C(=O)OCC(=O)Nc2ccc(Cl)cc2[N+](=O)[O-])[nH]c(=O)[nH]c1=O	-0.9	-3	0.32	8	1.1

entry	FXIa inh 1536	Rad51 HR inh	Hck Nef HTS	KLK5 inh
17	4	3	-1	35
18	-2	8	-14	-22
19	-5	.	11	-1
20	-1	.	10	1
21	13	-3	0	-13
22	1	-2	7	9
23	-1	-4	-6	-1
24	-1	19	33	0

Given field by field: part of the list above.
23: Cc1c(Nc2cc(N3CCOCC3)c3nonc3c2[N+](=O)[O-])c(=O)n(-c2ccccc2)n1C
  zVAD death inh: -0.1; thrombin 1536: -4; Cl transport mod: 0.28; FXIIa inh: 4; TNF necrop inh: 0.0; FXIa inh 1536: -1; Rad51 HR inh: -4; Hck Nef HTS: -6; KLK5 inh: -1
8: O=c1cc(O)c(-c2ccc(Cl)cc2)c(Cl)[nH]1
  zVAD death inh: 0.0; thrombin 1536: -3; Cl transport mod: 0.73; FXIIa inh: 8; TNF necrop inh: 0.7; FXIa inh 1536: 0; Rad51 HR inh: .; Hck Nef HTS: 10; KLK5 inh: 2

Next part.
entry	structure	zVAD death inh	thrombin 1536	Cl transport mod	FXIIa inh	TNF necrop inh
25	CCOC(=O)C1(Cc2ccccc2)CCN(Cc2cnn(-c3ccccc3)c2)CC1	0.0	1	-0.21	9	0.9
26	C(=C\c1nnc2c3ccccc3ncn12)/c1ccccc1	3.9	-5	-0.58	-1	-3.2
27	CCOC(=O)Cc1csc(NC(=O)CN(C)S(=O)(=O)c2ccc3c(c2)CCC(=O)N3)n1	1.9	.	0.12	.	-0.7
28	Cc1cc([N+](=O)[O-])nn1CC(=O)NCCc1c[nH]c2ccccc12	1.2	.	-0.061	8	0.1
29	CCOC(=O)CC1C(=O)NCCN1C(=O)c1cc2c(=O)n3ccccc3nc2s1 (stereo not drawn)	0.6	-23	-1.4	-24	0.0
30	Nc1cc(-c2ccccc2)n2c(n1)nc1ccccc12	0.2	3	-1.7	11	-0.5
31	Cc1cc(-c2ccccc2)nc(N(C)NC(=O)c2c(F)cccc2F)c1S(C)(=O)=O	0.3	-2	-0.34	5	-0.4
32	CC(=O)O[C@]1(C(C)=O)CC[C@H]2[C@@H]3C[C@H](C)C4=CC(=O)CC[C@]4(C)[C@H]3CC[C@@]21C	34	3	-1.2	9	-3.9

entry	FXIa inh 1536	Rad51 HR inh	Hck Nef HTS	KLK5 inh
25	5	9	-2	.
26	-5	4	2	-7
27	.	-7	-2	.
28	4	1	19	1
29	-12	.	32	-8
30	2	-4	24	5
31	-11	9	-1	-9
32	7	3	-2	-4

Next section:
entry	structure	zVAD death inh	thrombin 1536	Cl transport mod	FXIIa inh	TNF necrop inh
33	COc1ccc(CCNC(=O)c2ccc(NS(=O)(=O)c3c(C)noc3C)cc2)cc1OC	-0.1	1	-0.89	16	-0.9
34	CCOc1ccc(-c2nnn(CC(=O)N3CCN(c4ccc(OC)cc4)CC3)n2)cc1OCC	0.2	6	-0.02	10	1.4
35	CCCCCC(=O)Nc1cc2[nH]c(=O)cc(COC)c2cc1C	0.6	3	.	16	-0.8
36	c1cc2c3c(cccc3c1)NC1(CCCCC1)N2	-0.1	3	0.9	16	-3.0
37	CCOC(=O)c1c(NC(=O)C(C)S(=O)(=O)c2cn(CC)c3ccccc23)sc2c1CCCC2 (stereo not drawn)	8.9	2	0.29	11	-0.2
38	Cc1cc(/C=C(\C#N)C(=O)Nc2ccccc2F)c(C)[nH]1	37	-1	-0.64	3	1.1
39	COc1nc(N(C#N)CC(N)=O)nc(N2CCCC2)n1	0.3	20	0.16	20	-1.6
40	CCCCn1c(C(C)NC(=O)COC)nc2ccccc21 (stereo not drawn)	0.0	-1	0.095	9	-0.1

entry	FXIa inh 1536	Rad51 HR inh	Hck Nef HTS	KLK5 inh
33	-2	-2	1	-20
34	4	-3	6	5
35	2	0	0	-23
36	7	-1	2	10
37	3	4	-6	-12
38	0	-1	27	2
39	12	-37	2	22
40	6	2	1	14

(further entries)
entry	structure	zVAD death inh	thrombin 1536	Cl transport mod	FXIIa inh	TNF necrop inh
41	O=C(NCCc1ccccc1)c1cc(S(=O)(=O)N2CCOCC2)ccc1F	0.2	-3	-2.3	8	0.7
42	CC(=O)c1c(N2CCOCC2)nc(=S)n(-c2cc(C)ccc2C)c1C	0.5	-7	.	-11	-0.1
43	CC(=O)Nc1c(C)nn(-c2ccc(C)c(C)c2)c1C	0.1	-5	.	-1	-1.3
44	CC(C)(C)c1cc(NC(=O)Nc2ccc(Br)cc2Cl)no1	76*	0	0.4	5	1.9
45	C=C(C)CN(CC)c1nc(N)c(C#N)c(CC#N)c1C#N	0.7	4	.	9	-3.4
46	CCN(CC)S(=O)(=O)c1cccc(C(=O)NCC2CCCO2)c1 (stereo not drawn)	0.3	6	0.95	7	0.4
47	CN1C(=O)/C(=N/OC(=O)c2ccccc2)c2ccccc21	-0.1	46*	.	53*	-5.5
48	COc1ccccc1N1CCN(C(=O)C2C3C=CC4(CN(Cc5ccccc5Cl)C(=O)C24)O3)CC1 (stereo not drawn)	0.0	1	0.5	10	-2.4

entry	FXIa inh 1536	Rad51 HR inh	Hck Nef HTS	KLK5 inh
41	1	1	3	-5
42	-3	3	0	-25
43	-3	4	0	7
44	-7	20	2	-10
45	6	-10	3	-21
46	4	12	1	-23
47	47*	18	-1	-8
48	4	-8	-3	3

(more compounds)
entry	structure	zVAD death inh	thrombin 1536	Cl transport mod	FXIIa inh	TNF necrop inh
49	COc1cccc(/C=N/NC(=O)CNC(=O)c2ccc(S(=O)(=O)N3CCCC3)cc2)c1OC	2.2	-32	0.29	5	2.0
50	CCOc1ccccc1N1CCN(CC(=O)N(CC(C)C)c2c(N)n(CC(C)C)c(=O)[nH]c2=O)CC1	0.6	-13	-0.5	5	-0.9
51	CCOC(=O)C1(Cc2ccc(Cl)cc2)CCN(Cc2ccon2)CC1	0.0	-9	0.53	8	0.3
52	CCC(C)(C)NC(=O)C(c1ccco1)N(C(=O)CNC(=O)c1cccs1)c1cccnc1 (stereo not drawn)	-0.4	-3	1.4	6	-0.6
53	C(=N\N1CCN(Cc2cccc3ccccc23)CC1)/c1ccco1	-0.6	5	-0.97	17	-0.6
54	Nc1nnc(SCC(=O)N2CCN(Cc3ccccc3)CC2)s1	1.3	4	.	12	0.2

entry	FXIa inh 1536	Rad51 HR inh	Hck Nef HTS	KLK5 inh
49	-9	4	20	-6
50	-3	10	27	1
51	-2	-8	22	1
52	-8	-1	-8	-17
53	4	-8	21	-17
54	-1	0	1	-11
